Assay outcomes from PubChem.
RBX1-CUL1 inh = blocks human RBX1-Cullin-1 di-ubiquitin formation; inhibition, % at 10 µM; 0.6% of 140,000 active; in vitro K48 di-Ub FRET, acceptor:donor ratio, 45 min; in the data active means inhibition above about 25%
Target sequence (P62877 whole entry, looked up): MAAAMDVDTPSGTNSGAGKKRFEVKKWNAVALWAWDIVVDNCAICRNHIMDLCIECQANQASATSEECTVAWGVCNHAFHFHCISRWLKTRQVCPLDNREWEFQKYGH
Target sequence (Q13616 whole entry, looked up): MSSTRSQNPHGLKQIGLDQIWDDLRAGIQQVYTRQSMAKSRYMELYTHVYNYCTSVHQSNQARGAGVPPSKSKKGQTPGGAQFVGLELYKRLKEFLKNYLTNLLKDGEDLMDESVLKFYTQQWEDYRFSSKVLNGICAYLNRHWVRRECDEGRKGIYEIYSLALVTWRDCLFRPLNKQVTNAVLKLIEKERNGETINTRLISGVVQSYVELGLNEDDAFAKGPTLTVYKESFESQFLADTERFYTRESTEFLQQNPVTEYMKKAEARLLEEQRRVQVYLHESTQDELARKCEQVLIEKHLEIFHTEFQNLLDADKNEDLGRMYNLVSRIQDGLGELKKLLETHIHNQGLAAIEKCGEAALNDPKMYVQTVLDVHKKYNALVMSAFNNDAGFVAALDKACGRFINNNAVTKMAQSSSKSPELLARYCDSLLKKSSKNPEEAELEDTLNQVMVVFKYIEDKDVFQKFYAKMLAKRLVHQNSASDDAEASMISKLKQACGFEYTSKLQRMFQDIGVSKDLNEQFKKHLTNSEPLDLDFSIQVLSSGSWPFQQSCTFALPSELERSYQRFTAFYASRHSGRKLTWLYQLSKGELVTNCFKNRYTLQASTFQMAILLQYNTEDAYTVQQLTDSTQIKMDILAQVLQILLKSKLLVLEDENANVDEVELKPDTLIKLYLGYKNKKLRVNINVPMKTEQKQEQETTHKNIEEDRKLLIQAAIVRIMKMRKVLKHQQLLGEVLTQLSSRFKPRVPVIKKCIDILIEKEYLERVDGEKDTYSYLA
* = called active by the depositor. This is a subset, so the mix of outcomes need not match the whole.

SMILES	RBX1-CUL1 inh
CC(=O)Nc1ccc2nc(CN3CCCC(N4CCOCC4)C3)ccc2c1 (stereo not given)	9.9
Clc1nc2ccccc2c(Nc2ccccc2)c1Cl	2.6
CCC(C)NC(=O)CCC(=O)N1Cc2ccccc2Oc2ncccc21 (stereo not given)	-6.9
CCc1ccc(OCC(=O)N(Cc2ccc(C)cc2)Cc2ccco2)cc1	-12.5
CC(C)(C)c1[nH]nc2c1C(c1c(Cl)cccc1Cl)C(C#N)C(=N)O2 (stereo not given)	1.7
O=C1CC(=NCc2ccco2)C2(CCCCC2)O1	0.7
COc1ccccc1Cc1nc2ccccc2nc1SCC(=O)N1CCN(c2ccccc2)CC1	-5.5
C=CCn1cnc2sc(C)c(-c3ccc(OCC)cc3)c2c1=O	-1.7
COc1ccc(CNC(=O)c2cc(F)c(F)c(F)c2F)cc1	7.0
OCc1cn(Cc2ccc(Cl)c(Cl)c2)c2ccccc12	-8.3
CC1CCc2noc(NC(=O)c3ccccc3[N+](=O)[O-])c2C1 (stereo not given)	-7.0
CCc1ccccc1NC(=O)c1c(C)noc1C	6.2
CCc1ccc(NC(=O)CN2CCN(c3ccc(F)cc3)CC2)cc1	2.5
O=C(CC1SC2=NCCN2C1=O)Nc1ccc(Br)cc1 (stereo not given)	-2.0
CCCCC(=O)Nc1scc(-c2ccc(OC)c(OC)c2)c1C(=O)OCC	-6.7
N#Cc1ccc(S(=O)(=O)N2CCC(Oc3cccc(C(F)(F)F)c3)CC2)cc1	5.1
COCc1ncc(-c2cc(C(=O)N3CCCCC3)c3cc(Cl)ccc3n2)cn1	1.7
C=CCO[C@H]1[C@H](NC(=O)COC)c2ccccc2C12CCN(C(=O)/C=C/c1cc(F)ccc1F)CC2	9.3
CC1C(=O)C(C)C(c2ccco2)NC1c1ccco1 (stereo not given)	16.3
COC(=O)C1C(=O)N(c2ccc(C)cc2)C(c2ccccc2)=NC1=S (stereo not given)	0.7
Cc1ccc2c(CC(=O)N(Cc3ccc(Cl)cc3)Cc3ccco3)coc2c1	-7.3
CCc1nn(-c2cc(Oc3ccccc3)ncn2)c(N)c1C#N	3.5
C=CCNC(=O)N1CCC(C2CCN(CC(C)(C)C)C2)CC1 (stereo not given)	-5.6
COCCCn1c(C(=O)N2CCCC(C)C2)cc2c(=O)n3cccc(C)c3nc21 (stereo not given)	0.4
O=C1NC(=O)N(c2ccccc2)C2=NC(c3ccc(F)cc3)=NC(C(F)(F)F)(C(F)(F)F)C12 (stereo not given)	-2.5
Following part:
SMILES	RBX1-CUL1 inh
Cc1cc(C)nc(N=C(N)Nc2ccc(S(=O)(=O)O)cc2)n1	6.2
CCc1ccc(-c2cc(C)no2)cc1S(=O)(=O)NCc1ccc(OC)cc1	5.7
Cn1ccnc1C(=O)C1CCCN(C(=O)CCN2Cc3ccccc3OC(c3ccccc3)C2)C1 (stereo not given)	2.5
CCn1cc(C(C)NC(=O)c2cccc(COc3ccc(Cl)cc3Cl)c2)c(C)n1 (stereo not given)	3.2
Cc1cccc(Nc2cc(C)nc3nc(-c4ccccc4)nn23)c1	7.2
COc1ccccc1CNC(=O)CCn1c(=O)c2ccccc2n(CC(=O)Nc2ccc(C)cc2C)c1=O	-5.2
O=C(NC1CC(=O)N(c2ccc(Cl)cc2)C1)C1CCCCC1 (stereo not given)	-0.3
Cc1ccccc1NS(=O)(=O)Cc1cccc(Cl)c1	-10.9
COC(=O)C1CC(=O)c2ccsc2C1 (stereo not given)	7.3
Cc1ccc(C(=O)N(C)Cc2ccccc2)cc1NS(C)(=O)=O	-5.5
COc1ccc(-c2nc3ccccc3o2)cc1NC(=O)C(C)Oc1ccc(Cl)cc1Cl (stereo not given)	-18.0
COC(=O)Nc1nc2ccc(Sc3ccccc3NC(=O)c3ccccc3)cc2[nH]1	-2.8
O=C(O)c1ccc(NS(=O)(=O)c2ccc(Cl)cc2)cc1	6.4
O=C1CCC(CCC(=O)N2CCC[C@H]2CO)(Cc2ccc3ccccc3c2)N1 (stereo not given in full)	3.0
COc1cc(CNC2COc3ccccc3C2)cc(OC)c1O (stereo not given)	10.3
COC(=O)CN(C)C(=O)c1coc(CN2CCN(Cc3ccccc3)CC2)n1	1.0
COc1cccc(C2CC(=O)N=C3C2C(=O)N=C2C(C)=CC=CN23)c1 (stereo not given)	0.9
CN=C1C(N=Cc2ccc([N+](=O)[O-])cc2)C(=O)NC(=O)N1C (stereo not given)	-9.2
CCOC(=O)C1NN=C(C(=O)c2ccc(C)cc2)C1c1ccc(C)cc1 (stereo not given)	-1.9
CSC(=S)N/N=C(/C)c1ccc(Br)cc1	8.3
Cc1cc(=O)[nH]c2nc(N)ccc12	-4.3
CCc1nc2ccccc2c(=O)n1N(CC(C)=O)C(C)=O	-5.9
CC(C)Cn1c(=O)c2ccccc2n2c(-c3ccc(Br)cc3)nnc12	-8.4
Cn1nnnc1SCC(=O)Nc1ccc2nc(SCC(=O)Nc3ccc4c5c(cccc35)CC4)sc2c1	4.9
CCOc1ccccc1N1CCN(C(=O)c2c(F)cccc2Cl)CC1	-11.1
The list continues:
SMILES	RBX1-CUL1 inh
COc1ccc(NC(=O)c2ccc(Cl)cc2Cl)cc1OC	5.7
CCn1c(-c2ccccc2F)nc2cc(C(=O)N3CCSCC3)cc(NC(C)=O)c21	8.8
CCOc1ccc(CN2CCc3nc(Nc4ccc(OC)cc4OC)ncc3C2)cc1	-0.4
O=C(Nc1ccc(F)cc1F)c1c2c(nc3ccccc13)C(=O)N(C1CCCCC1)C2	-5.8
Nc1nnc(SCC(=O)N2CCc3ccccc3C2)s1	-0.2
COC(=O)c1c(NC(=O)CCC(=O)O)sc(C)c1-c1ccc(Cl)cc1Cl	-8.7
O=C(Nc1nc(-c2cc3ccccc3o2)cs1)c1cc2ccccc2oc1=O	-5.3
CCC(=O)Nc1cccc(-c2nnc(SCC(=O)NCc3ccco3)n2C)c1	7.9
Cc1ccccc1Nc1nn2c(=O)c3ccc(C(=O)NCc4ccccc4)cc3nc2s1	-0.6
Cc1ccc(C)c(CNC(=O)c2cnc3sc(N4CCCC4)nn3c2=O)c1	5.9
Cc1ccc(O)c(C(CC(=O)NCC2(c3ccccc3)CCCC2)c2ccccc2)c1 (stereo not given)	8.7
COCC(C)NC(=O)c1ccc(CN2CCCC2)cc1 (stereo not given)	12.1
CCCCS(=O)C1C(=O)Nc2ccccc2C1=O (stereo not given)	-1.6
COc1ccc(CNCc2c(C(=O)O)c(C)n(Cc3ccc(Cl)cc3)c2C)c(OC)c1	-4.2
CC(NC(=O)c1sc2cc(F)ccc2c1Cl)C1CCCO1 (stereo not given)	2.6
CC(C)C(=O)Nc1cc(C(=O)N2CCCCC2)ccc1Cl	17.2
Cc1ccccc1C(=O)N(Cc1ccc(F)cc1)C1CCS(=O)(=O)C1 (stereo not given)	-2.9
COc1cc2cc(CNc3ccc(C)cc3)c(=O)n(CC(=O)Nc3ccc(F)cc3F)c2cc1OC	-1.3
O=S(=O)(Cc1ccc(F)cc1)Nc1ccccc1	1.4
O=S(=O)(Nc1ccccc1CO)c1ccccc1	-7.7
COC(=O)c1ccccc1S(=O)(=O)NNc1cccc(Cl)n1	-2.0
Cc1ccc(S(=O)(=O)OC[C@H]2OC(C)(C)O[C@@H]2COS(=O)(=O)c2ccc(C)cc2)cc1	8.0
O=S(=O)(c1ccc2c(c1)-c1cc(S(=O)(=O)N3CCN(c4ccccn4)CC3)ccc1C2)N1CCN(c2ccccn2)CC1	8.2
COc1ccc(CCNC(=O)C(=O)NCC(c2ccco2)S(=O)(=O)c2cccs2)cc1 (stereo not given)	-4.7
Cc1ccc(C)c(N=C2c3ccccc3C(=O)C2c2ccc(C(F)(F)F)cc2)c1 (stereo not given)	7.0
Next results:
SMILES	RBX1-CUL1 inh
Cc1ccc(S(=O)(=O)N2CCSC2C)cc1 (stereo not given)	0.5
Cc1ccnc(NS(=O)(=O)N2CCCCCC2)c1	0.1
O=C(c1ccc2c(c1)C(=O)N(c1ccccc1[N+](=O)[O-])C2=O)c1ccc2c(c1)C(=O)N(c1ccccc1[N+](=O)[O-])C2=O	4.0
O=C(O)CCc1nnc2cnc3ccccc3n12	-5.7
CC(NC(=O)c1cccc2ccccc12)C1CCCO1 (stereo not given)	11.6
O=C1N(Cc2ccc(F)cc2)CCCC1(O)CNC1C2CC3CC(C2)CC1C3 (stereo not given)	-4.5
O=C(Nc1ccc(Oc2ccc(NC(=O)[C@H]3CCCC[C@H]3C(=O)O)cc2)cc1)[C@H]1CCCC[C@H]1C(=O)O	3.1
CCC1CN(Cc2ccccc2O)Cc2cc(OC)ccc2O1 (stereo not given)	-5.1
CCOC(=O)Cn1c(=N)n(Cc2ccc(C(C)(C)C)cc2)c2ccccc21	2.1
CCOc1cc(C(=O)OCc2cc(=O)n3nc(CC)sc3n2)cc(OCC)c1OCC	-0.1
Clc1ccccc1C1NCCS1 (stereo not given)	31.1*
Cc1cc(C)c(Cn2c3ccccc3c3cnn(CC(=O)NCCC4=CCCCC4)c(=O)c32)c(C)c1	5.0
Cc1cccc(C)c1OCC(=O)Nc1c(C(=O)c2ccccc2)oc2ccccc12	12.3
COc1ccc(C2CC(=O)c3cnn(-c4nc5ccccc5[nH]4)c3C2)c(OC)c1 (stereo not given)	3.5
COc1ccc(OCCCC(N)=O)cc1	-8.8
Cn1c(C(=O)NCCc2ccccc2)cc2c(=O)n3ccccc3nc21	-2.2
COc1ccccc1CNC(=O)CN(c1ccccc1OC)S(C)(=O)=O	2.9
CCC(=O)N1CCCc2cc(S(=O)(=O)Nc3ccc(C)c(C)c3)ccc21	-0.3
Cc1cccc(-c2nc(CSCC(=O)N3CCN(c4cccc(C)c4C)CC3)c(C)o2)c1	-9.6
O=C(Nc1nc2ccccc2[nH]1)c1ccc(-c2ccccc2)cc1	-2.9
O=S(=O)(Nc1ncccc1OCc1ccccc1)c1ccc(OC(F)(F)F)cc1	-0.4
CCc1cc(=O)[nH]c(SCc2nc(-c3ccc(C(F)(F)F)cc3)no2)n1	5.5
O=c1c2cc3c(cc2nc2sc(Nc4ccc(F)cc4F)nn12)OCO3	-7.7
O=C(NC12CC3CC(CC(C3)C1)C2)c1nc(-c2ccccc2)nnc1-c1ccccc1	8.2
Cc1nn(Cc2cccc(C(=O)O)c2)c(C)c1[N+](=O)[O-]	15.3
(cont.)
SMILES	RBX1-CUL1 inh
Cc1ccc(-c2nc(CS(=O)(=O)CC(=O)N3CCN(c4ccccc4)CC3)c(C)o2)cc1	-7.1
CCCN(CCC)S(=O)(=O)c1ccc(NS(=O)(=O)c2ccc(Br)cc2)cc1	-2.5
O=C(CN1CCN(c2ccccc2)CC1)Nc1ccc(F)c(F)c1F	6.3
CCOC(=O)C1(Cc2ccc(OC)cc2)CCN(C(=O)CC2CCC(=O)N2)CC1 (stereo not given)	-1.2
CCN(CCCNC(=O)c1nn(-c2ccc(C)cc2)c(=O)c2c1c1ccccc1n2C)c1cccc(C)c1	-4.5
CCCCOc1nnc(-c2ccc(OCC)cc2)c2ccccc12	4.3
CCOc1cc(C(N)=O)cc(Br)c1OC	-9.6
Cc1ccc(S(=O)(=O)N2CCN(c3ccc([N+](=O)[O-])c4cccnc34)CC2)cc1	-6.0
Cc1cc(NNC(=O)c2ccccc2)nc(NNC(=O)c2ccccc2)n1	-0.4
CCN(CC)c1ccc(C2Nc3cccc4cccc(c34)N2)c(O)c1	-4.4
CCOC(=O)c1cccc(N=C2C(=O)N(c3cccc(C)c3C)C(=O)C2Cl)c1 (stereo not given)	4.3
CC1=C(C#N)C(=O)N(CCCO)C(=O)C1N=Nc1cccc(Cl)c1C (stereo not given)	-0.3
Cc1ccc(Cl)cc1NC(=O)Cn1c(=O)c(CNc2ccccc2)cc2cc3c(cc21)OCCO3	0.4
Cc1nn(C(=O)c2cccs2)c(C)c1Br	6.4
COc1cc(NC(=O)N2CCC3(CC2)Nc2cc(F)ccc2-n2cccc23)cc(OC)c1OC	0.2
CSc1ncc(C(=O)Nc2ccc(C)c(Cl)c2)c(-c2ccccc2)n1	-8.9
CN1CCN(Cc2ccccc2Sc2ccccc2CO)CC1	7.8
CCOc1ccc(C(=O)NCC(c2cccs2)S(=O)(=O)c2ccccc2)cc1 (stereo not given)	-8.9
Cc1ccc(S(=O)(=O)N2CCN(c3nc(-c4cccs4)cs3)CC2)cc1	5.1
Cc1ccc(-n2c(C)nnc2SCC(=O)N2C(C)CCCC2C)cc1C (stereo not given)	-3.6
Cc1cccc(N2CCN(C(=O)CCCCn3c(=O)[nH]c4ccsc4c3=O)CC2)c1C	-2.2
Cc1ccc(C(=O)Oc2ccc(-c3cccc(-c4ccc(OC(=O)c5ccc(C)cc5)cc4)n3)cc2)cc1	-9.8

15 compounds from above, sorted by length of the SMILES, smallest number first:
SMILES	RBX1-CUL1 inh
CCOc1cc(C(N)=O)cc(Br)c1OC	-9.6
Cc1nn(C(=O)c2cccs2)c(C)c1Br	6.4
CN1CCN(Cc2ccccc2Sc2ccccc2CO)CC1	7.8
CCCCOc1nnc(-c2ccc(OCC)cc2)c2ccccc12	4.3
O=C(CN1CCN(c2ccccc2)CC1)Nc1ccc(F)c(F)c1F	6.3
Cc1ccc(-n2c(C)nnc2SCC(=O)N2C(C)CCCC2C)cc1C (stereo not given)	-3.6
Cc1cc(NNC(=O)c2ccccc2)nc(NNC(=O)c2ccccc2)n1	-0.4
CSc1ncc(C(=O)Nc2ccc(C)c(Cl)c2)c(-c2ccccc2)n1	-8.9
Cc1ccc(S(=O)(=O)N2CCN(c3nc(-c4cccs4)cs3)CC2)cc1	5.1
CCOC(=O)C1(Cc2ccc(OC)cc2)CCN(C(=O)CC2CCC(=O)N2)CC1 (stereo not given)	-1.2
CCOC(=O)c1cccc(N=C2C(=O)N(c3cccc(C)c3C)C(=O)C2Cl)c1 (stereo not given)	4.3
Cc1cccc(N2CCN(C(=O)CCCCn3c(=O)[nH]c4ccsc4c3=O)CC2)c1C	-2.2
COc1cc(NC(=O)N2CCC3(CC2)Nc2cc(F)ccc2-n2cccc23)cc(OC)c1OC	0.2
Cc1ccc(S(=O)(=O)N2CCN(c3ccc([N+](=O)[O-])c4cccnc34)CC2)cc1	-6.0
CCN(CCCNC(=O)c1nn(-c2ccc(C)cc2)c(=O)c2c1c1ccccc1n2C)c1cccc(C)c1	-4.5
